Jurkat NFkB inh – inhibitors of the PMA/ionomycin-induced NF-kB reporter in Jurkat cells; PMA/ionomycin-induced NF-kB luciferase reporter, luminescence; inhibition, % at 4 µM; actives 0.53% (n = 330,000)
Apaf-1 inh – human Apaf-1 inhibition; reconstituted apoptosome caspase-3 activity, DEVD-Rh110 fluorescence; AID 489030; inhibition, % at 20 µM; actives 0.71% (n = 330,000); O14727; active = inhibition of at least 40% at 20 µM;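 note: plate controls were DMSO wells for no effect and DEVD-CHO caspase inhibitor wells for full effect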
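detection = Rh110 fluorescence intensity | test system = biochemical Apaf-1 apoptosome reconstitution | also added = cytochrome c and DEVD-Rh110 substrate | schedule = 30 min plus 50 min, RT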
697 NFkB inh – inhibitors of the PMA/ionomycin-induced NF-kB reporter in 697 B cells. 697 B-cell NF-kB luciferase reporter, 16 h. inhibition, % at 4 µM. actives 0.33% (n = 330,000). AID 435022; in the data active = inhibition above about 35%
UBC13 polyUb – blocks human UBC13 polyubiquitin chain formation. TR-FRET. inhibition, % at 20 µM. actives 0.47% (n = 330,000); in the data active = inhibition above about 45%, passing the limit was not always enough
Target sequence (P61088 whole entry, looked up): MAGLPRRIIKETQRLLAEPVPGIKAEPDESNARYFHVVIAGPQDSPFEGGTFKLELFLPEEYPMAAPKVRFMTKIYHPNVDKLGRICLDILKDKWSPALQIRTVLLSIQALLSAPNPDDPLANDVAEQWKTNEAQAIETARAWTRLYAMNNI
CCR6 antag – blocks CCL20-driven beta-arrestin recruitment at human CCR6. P51684. CHO-K1 CCR6 PathHunter beta-arrestin, luminescence, CCL20-stimulated. inhibition, % at 20 µM. actives 0.49% (n = 340,000). AID 493098;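 active = compounds whose inhibition of the agonist-driven luminescence signal at 20 µM reaches about 50%, limit read from the data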;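 note: cells stimulated with CCL20 at 14 nM final; plate controls were DMSO with CCL20 for no effect and DMSO without agonist for full effect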
Target sequence (P51684 whole entry, looked up): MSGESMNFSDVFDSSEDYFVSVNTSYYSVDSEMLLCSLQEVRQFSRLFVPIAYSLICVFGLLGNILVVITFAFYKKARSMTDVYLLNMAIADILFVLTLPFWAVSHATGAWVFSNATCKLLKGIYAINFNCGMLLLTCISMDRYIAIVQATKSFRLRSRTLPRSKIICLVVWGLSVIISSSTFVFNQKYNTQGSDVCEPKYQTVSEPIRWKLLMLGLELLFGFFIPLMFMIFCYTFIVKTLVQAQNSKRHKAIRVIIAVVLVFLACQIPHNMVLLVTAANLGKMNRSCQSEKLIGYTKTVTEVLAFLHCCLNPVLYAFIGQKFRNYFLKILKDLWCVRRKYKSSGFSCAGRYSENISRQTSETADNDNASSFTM
EBI2 antag – blocks human EBI2 receptor beta-arrestin signaling; inhibition, % at 5 µM; AID 651636; EBI2 beta-arrestin recruitment, luminescence, 7a,25-OHC stimulated; actives 0.81% (n = 360,000); P32249; in the data active = inhibition above about 38%;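 note: enzyme fragment complementation signal reports receptor beta-arrestin coupling in cells; 0% = agonist plus DMSO wells and 100% = wells without agonist; some results beyond the cut were filed as inactive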
Target sequence (P32249 whole entry, looked up, the tested form may be a part): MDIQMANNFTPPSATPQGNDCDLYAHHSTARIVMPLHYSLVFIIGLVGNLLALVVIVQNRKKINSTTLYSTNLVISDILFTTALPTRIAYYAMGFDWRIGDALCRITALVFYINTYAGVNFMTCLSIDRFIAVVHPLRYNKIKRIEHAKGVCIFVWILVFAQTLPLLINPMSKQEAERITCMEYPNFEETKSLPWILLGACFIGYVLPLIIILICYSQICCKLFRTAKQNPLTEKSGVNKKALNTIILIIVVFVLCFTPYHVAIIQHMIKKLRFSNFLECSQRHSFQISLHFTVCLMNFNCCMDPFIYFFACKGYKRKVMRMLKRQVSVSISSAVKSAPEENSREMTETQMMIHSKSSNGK
SENP8 inh – SENP8 protease inhibition. purified SENP8, Z-RLRGG-aminoluciferin cleavage, luminescence. AID 2540. inhibition, % at 10 µM. Q96LD8. actives 1.2% (n = 330,000)
Gli-Sufu antag – blocks Gli-Sufu signaling in a luciferase reporter; inhibition, % at 5 µM; actives 0.74% (n = 340,000); Sufu-KO-LIGHT fibroblasts, Gli luciferase reporter luminescence; AID 588413;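 active = inhibition above about 55%, limit read from the data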;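 note: 0% = DMSO-treated cells and 100% = wells with medium but no cells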
* hit, by the source's call. Cut-off read from the data, not from the text of the source, unless noted: active = inhibition above about 50%; inactive = the rest.

Results for Nc1nc(Nc2ccc(Cl)cc2)nc(NCCO)c1[N+](=O)[O-] ?
Jurkat NFkB inh: -4; Apaf-1 inh: -17; 697 NFkB inh: -63; UBC13 polyUb: -4; CCR6 antag: 8; EBI2 antag: -3; SENP8 inh: -4; Gli-Sufu antag: -8

How did O=C(c1cc(=O)c2ccccc2o1)N1CCN(c2ccccc2)CC1 do in these assays?
Jurkat NFkB inh: 0; Apaf-1 inh: -6; 697 NFkB inh: 0; UBC13 polyUb: 7; CCR6 antag: 6; EBI2 antag: 48*; SENP8 inh: -8; Gli-Sufu antag: 28

How did CCOc1ccc(NC(=O)COC(=O)c2cc(S(=O)(=O)N3CCCC3)ccc2C)cc1 do in these assays?
Jurkat NFkB inh: -7; Apaf-1 inh: -1; 697 NFkB inh: 17; UBC13 polyUb: 8; CCR6 antag: 8; EBI2 antag: 8; SENP8 inh: 4; Gli-Sufu antag: -1

What do the screens show for `CCNC(=O)NC(=O)CSc1ccc(S(=O)(=O)N2CCCCC2)cn1`?
Jurkat NFkB inh: 0; Apaf-1 inh: -2; 697 NFkB inh: -13; UBC13 polyUb: -5; CCR6 antag: 1; EBI2 antag: -8; SENP8 inh: 10; Gli-Sufu antag: -4

What do the screens show for `CC1(C(=O)O)CCC(C(N)=O)C1(C)C` (stereo unspecified)?
Jurkat NFkB inh: 3; Apaf-1 inh: -9; 697 NFkB inh: 18; UBC13 polyUb: 1; CCR6 antag: -3; EBI2 antag: 3; SENP8 inh: -5; Gli-Sufu antag: -15

How did O=C(Nc1c2c(nn1-c1cccc(Cl)c1)CS(=O)(=O)C2)c1ccco1 do in these assays?
Jurkat NFkB inh: -6; Apaf-1 inh: 0; 697 NFkB inh: -32; UBC13 polyUb: -6; CCR6 antag: 16; EBI2 antag: 10; SENP8 inh: -7; Gli-Sufu antag: -5

How did CCOC(=O)C1CCCN(C(=O)/C=C/c2cc(OC)c(OC)c(OC)c2)C1 (stereo unspecified) do in these assays?
Jurkat NFkB inh: -1; Apaf-1 inh: 1; 697 NFkB inh: 8; UBC13 polyUb: 8; CCR6 antag: -3; EBI2 antag: 5; SENP8 inh: -1; Gli-Sufu antag: -3

Results for CCS(=O)(=O)N1Cc2ccccc2CC1C(=O)N(C)CC(=O)Nc1cccc(F)c1 (stereo unspecified) ?
Jurkat NFkB inh: -24; Apaf-1 inh: 28; 697 NFkB inh: -35; UBC13 polyUb: 9; CCR6 antag: 11; EBI2 antag: 0; SENP8 inh: -1; Gli-Sufu antag: -5

Results for O=C(CNC(=O)c1cccc(F)c1)OCC(=O)N1CCCc2ccccc21 ?
Jurkat NFkB inh: 5; Apaf-1 inh: 4; 697 NFkB inh: -35; UBC13 polyUb: -8; CCR6 antag: 15; EBI2 antag: -7; SENP8 inh: -7; Gli-Sufu antag: -21

How did Cc1cc(C)cc(OCC(=O)NNC(=O)c2cc3ccccc3o2)c1 do in these assays?
Jurkat NFkB inh: 12; Apaf-1 inh: -13; 697 NFkB inh: 0; UBC13 polyUb: 0; CCR6 antag: 15; EBI2 antag: -1; SENP8 inh: -2; Gli-Sufu antag: 1

What do the screens show for `FC(F)(F)c1ccc(N2CCOCC2)c(Nc2nc3ccccc3n3cnnc23)c1`?
Jurkat NFkB inh: 13; Apaf-1 inh: 31; 697 NFkB inh: 21; UBC13 polyUb: 10; CCR6 antag: -39; EBI2 antag: 10; SENP8 inh: 4; Gli-Sufu antag: 17

Results for COC(=O)c1cccc(NS(=O)(=O)c2ccc(NC(C)=O)cc2)c1C ?
Jurkat NFkB inh: -5; Apaf-1 inh: 9; 697 NFkB inh: -1; UBC13 polyUb: 1; CCR6 antag: 2; EBI2 antag: -7; SENP8 inh: 4; Gli-Sufu antag: 9

Results for CC(C)Cn1c(-c2ccc(C#N)cc2)nc2c1c(=O)[nH]c(=O)n2CC(C)C ?
Jurkat NFkB inh: 5; Apaf-1 inh: 6; 697 NFkB inh: -1; UBC13 polyUb: 14; CCR6 antag: -4; EBI2 antag: -7; SENP8 inh: 10; Gli-Sufu antag: 2

Results for CN1CCN(c2ccc(NC(=O)c3ccc(-c4ccccc4F)o3)cc2)CC1 ?
Jurkat NFkB inh: -170; Apaf-1 inh: 35; 697 NFkB inh: -125; UBC13 polyUb: 33; CCR6 antag: 16; EBI2 antag: -14; SENP8 inh: -2; Gli-Sufu antag: -51

What do the screens show for `O=C(Nc1ccccc1N1CCCC1)c1cccnc1`?
Jurkat NFkB inh: -10; Apaf-1 inh: 1; 697 NFkB inh: 4; UBC13 polyUb: -13; CCR6 antag: 7; EBI2 antag: 3; SENP8 inh: -5; Gli-Sufu antag: 4

Results for Cc1ccc(Nc2cnn(C34CC5CC(CC(CC(=O)O)(C5)C3)C4)c(=O)c2Cl)cc1C ?
Jurkat NFkB inh: 4; Apaf-1 inh: 5; 697 NFkB inh: 11; UBC13 polyUb: -13; CCR6 antag: 10; EBI2 antag: -6; SENP8 inh: 1; Gli-Sufu antag: 3

What do the screens show for `COc1cc(C(=O)NCC2CCCO2)cc(Br)c1OCc1ccccc1` (stereo unspecified)?
Jurkat NFkB inh: 13; Apaf-1 inh: 0; 697 NFkB inh: 4; UBC13 polyUb: 21; CCR6 antag: 7; EBI2 antag: -4; SENP8 inh: 5; Gli-Sufu antag: 9

What do the screens show for `CCn1cc(C(=O)NC(=S)Nc2sc3c(c2C(=O)OC)CCCCCC3)cn1`?
Jurkat NFkB inh: -14; Apaf-1 inh: 15; 697 NFkB inh: -22; UBC13 polyUb: -7; CCR6 antag: 6; EBI2 antag: 0; SENP8 inh: 1; Gli-Sufu antag: 10

Results for CCOc1ccc(-n2ccn(CC(=O)NCCc3ccccc3)c(=O)c2=O)cc1 ?
Jurkat NFkB inh: -19; Apaf-1 inh: 9; 697 NFkB inh: -37; UBC13 polyUb: -3; CCR6 antag: -1; EBI2 antag: -5; SENP8 inh: 1; Gli-Sufu antag: -5

Results for CCNc1nc(C(=O)O)nc(N2CCOCC2)n1 ?
Jurkat NFkB inh: 8; Apaf-1 inh: -14; 697 NFkB inh: 6; UBC13 polyUb: -6; CCR6 antag: 4; EBI2 antag: -1; SENP8 inh: 0; Gli-Sufu antag: -22

How did CCOC(=O)Cc1csc(N(C)C)n1 do in these assays?
Jurkat NFkB inh: -9; Apaf-1 inh: 8; 697 NFkB inh: -2; UBC13 polyUb: -4; CCR6 antag: 12; EBI2 antag: 2; SENP8 inh: -3; Gli-Sufu antag: -9

What do the screens show for `Cc1ccc(CNC(=O)CCNS(=O)(=O)c2ccc3c(c2)c(=O)n(C)c(=O)n3C)cc1`?
Jurkat NFkB inh: 5; Apaf-1 inh: -10; 697 NFkB inh: 14; UBC13 polyUb: -1; CCR6 antag: 8; EBI2 antag: 1; SENP8 inh: -1; Gli-Sufu antag: 0

How did C=CCn1c(SCC(=O)O)nnc1-c1cccs1 do in these assays?
Jurkat NFkB inh: -9; Apaf-1 inh: -8; 697 NFkB inh: -10; UBC13 polyUb: -3; CCR6 antag: 0; EBI2 antag: -4; SENP8 inh: -9; Gli-Sufu antag: 2

Results for Cc1ccccc1OCC(=O)NN1CCN(C)CC1 ?
Jurkat NFkB inh: 17; Apaf-1 inh: -4; 697 NFkB inh: 6; UBC13 polyUb: 6; CCR6 antag: 2; EBI2 antag: -9; SENP8 inh: 0; Gli-Sufu antag: -7

Results for COC(=O)c1nn(-c2ccc(OC)cc2)c(=O)cc1NN ?
Jurkat NFkB inh: -13; Apaf-1 inh: 42*; 697 NFkB inh: 8; UBC13 polyUb: -37; CCR6 antag: -5; EBI2 antag: -8; SENP8 inh: 1; Gli-Sufu antag: -6

How did CC(=O)c1sc(NC(=O)CS(=O)(=O)c2ccccc2)nc1-c1ccccc1 do in these assays?
Jurkat NFkB inh: 5; Apaf-1 inh: 4; 697 NFkB inh: 6; UBC13 polyUb: 3; CCR6 antag: 9; EBI2 antag: 0; SENP8 inh: 2; Gli-Sufu antag: 4

Results for CCN(CC)S(=O)(=O)c1ccc(Cl)c(NC(=O)COc2ccccc2[N+](=O)[O-])c1 ?
Jurkat NFkB inh: 1; Apaf-1 inh: 21; 697 NFkB inh: 3; UBC13 polyUb: -13; CCR6 antag: -11; EBI2 antag: 7; SENP8 inh: -5; Gli-Sufu antag: 1

Results for CC(=O)NC(CC(=O)N1CCN(C(C)=O)CC1)c1ccccc1 (stereo unspecified) ?
Jurkat NFkB inh: -6; Apaf-1 inh: 1; 697 NFkB inh: -5; UBC13 polyUb: -4; CCR6 antag: -3; EBI2 antag: -1; SENP8 inh: -9; Gli-Sufu antag: 0

How did CC(C)C(NC(=O)c1cccnc1)C(=O)O (stereo unspecified) do in these assays?
Jurkat NFkB inh: -10; Apaf-1 inh: -6; 697 NFkB inh: -11; UBC13 polyUb: 8; CCR6 antag: -2; EBI2 antag: -4; SENP8 inh: 4; Gli-Sufu antag: -1

How did Cc1oc(C(C)(C)C)cc1C(=O)N1CCN(c2ccc(C(F)(F)F)cn2)CC1 do in these assays?
Jurkat NFkB inh: 8; Apaf-1 inh: 6; 697 NFkB inh: 2; UBC13 polyUb: 8; CCR6 antag: -9; EBI2 antag: 0; SENP8 inh: 3; Gli-Sufu antag: 9

How did N#CC(Cc1ccc(OC(F)F)cc1)c1nc2ccccc2[nH]1 (stereo unspecified) do in these assays?
Jurkat NFkB inh: -5; Apaf-1 inh: 6; 697 NFkB inh: -49; UBC13 polyUb: 10; CCR6 antag: 0; EBI2 antag: 8; SENP8 inh: 80*; Gli-Sufu antag: -3

How did CCOc1ccc2ccccc2c1/C=N/NC(=O)CNC(=O)c1ccccc1F do in these assays?
Jurkat NFkB inh: 19; Apaf-1 inh: 25; 697 NFkB inh: 18; UBC13 polyUb: 21; CCR6 antag: 1; EBI2 antag: 3; SENP8 inh: -2; Gli-Sufu antag: 0

What do the screens show for `Cc1ccc(C(=O)Cn2c(N3CCOCC3)nc3c2c(=O)n(C)c(=O)n3C)cc1`?
Jurkat NFkB inh: -20; Apaf-1 inh: -14; 697 NFkB inh: 8; UBC13 polyUb: -1; CCR6 antag: 3; EBI2 antag: -5; SENP8 inh: 5; Gli-Sufu antag: 13

What do the screens show for `CCNC(=S)N1CCN(c2ccccc2OCC)CC1`?
Jurkat NFkB inh: -14; Apaf-1 inh: 6; 697 NFkB inh: -48; UBC13 polyUb: -18; CCR6 antag: 11; EBI2 antag: -5; SENP8 inh: -5; Gli-Sufu antag: -4

Part of the list above in order of number of heavy atoms, ascending:
How did CCOC(=O)Cc1csc(N(C)C)n1 do in these assays?
Jurkat NFkB inh: -9; Apaf-1 inh: 8; 697 NFkB inh: -2; UBC13 polyUb: -4; CCR6 antag: 12; EBI2 antag: 2; SENP8 inh: -3; Gli-Sufu antag: -9

Results for CC(=O)NC(CC(=O)N1CCN(C(C)=O)CC1)c1ccccc1 (stereo unspecified) ?
Jurkat NFkB inh: -6; Apaf-1 inh: 1; 697 NFkB inh: -5; UBC13 polyUb: -4; CCR6 antag: -3; EBI2 antag: -1; SENP8 inh: -9; Gli-Sufu antag: 0

How did CCOC(=O)C1CCCN(C(=O)/C=C/c2cc(OC)c(OC)c(OC)c2)C1 (stereo unspecified) do in these assays?
Jurkat NFkB inh: -1; Apaf-1 inh: 1; 697 NFkB inh: 8; UBC13 polyUb: 8; CCR6 antag: -3; EBI2 antag: 5; SENP8 inh: -1; Gli-Sufu antag: -3

How did Cc1oc(C(C)(C)C)cc1C(=O)N1CCN(c2ccc(C(F)(F)F)cn2)CC1 do in these assays?
Jurkat NFkB inh: 8; Apaf-1 inh: 6; 697 NFkB inh: 2; UBC13 polyUb: 8; CCR6 antag: -9; EBI2 antag: 0; SENP8 inh: 3; Gli-Sufu antag: 9

How did CCOc1ccc2ccccc2c1/C=N/NC(=O)CNC(=O)c1ccccc1F do in these assays?
Jurkat NFkB inh: 19; Apaf-1 inh: 25; 697 NFkB inh: 18; UBC13 polyUb: 21; CCR6 antag: 1; EBI2 antag: 3; SENP8 inh: -2; Gli-Sufu antag: 0

Some of the compounds tested. The share of hits here may be higher or lower than overall.
